Assay outcomes as filed in PubChem BioAssay.
HSP90 refold inh – blocks HSP90-mediated luciferase refolding in reticulocyte lysate | inhibition, % at 5.6 µM | AID 1789 | 290,000 tested, 0.91% active | Rabbit reticulocyte lysate, luciferase refolding luminescence, 3 h;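 active means inhibition above the screen-wide mean plus 3 SD, computed separately per campaign, cut at about 16% in these data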;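 further: 0% = DMSO wells and 100% = 60 µM geldanamycin wells; inhibitors lower the luminescence because luciferase stays unfolded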
AI-2 QS mod – modulates the Vibrio harveyi AI-2 quorum sensing system; Vibrio harveyi JMH597 AI-2 luminescence/OD600 ratio, 9 h; stronger effect = lower value; strain lacks LuxN and CqsS sensors; 0 = neutral-control median; activity change, % at 7.5 µM; 300,000 tested, 0.4% active; in the data active means activity change below about -75%, passing the limit was not always enough; inconclusive means no clear call, values can overlap the other calls;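 further: luminescence divided by OD600 gain over 9 h not by final OD600 alone; inactives centre near 13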
HIF act – HIF pathway transcriptional activation; U2OS HRE-luciferase reporter, luminescence; normalized: DMSO 0%, desferrioxamine 100%; activation, % at 7.5 µM (by protocol); 300,000 tested, 0.32% active; AID 1910;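 active means mean activation of at least 10% of the iron chelator positive control signal, with at least half of replicates also reaching 10%; inconclusive means mean and replicate majority disagree about reaching 10%; inactive means mean and most replicates under 10%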
HSF1 activator – increases HSF-1 driven luciferase reporter signal. 300,000 tested, 1.7% active. AID 504408. activation, % at 9 µM. NIH3T3-HGL HSF-1 luciferase reporter, MG132, 8 h; 100% = twice DMSO control signal;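 active means mean replicate activation of at least 50% with a set share of replicates each reaching 50%; inconclusive means only one of those two conditions met; inactive means mean below 50% and too few replicates reaching it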;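 further: 0% = median of the neutral control wells and 100% = twice that signal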
KLF5 inhibitor – suppresses KLF5 promoter-driven expression; DLD-1 KLF5 promoter-luciferase reporter, luminescence; inhibition, % at 5 µM; 290,000 tested, 0.23% active; AID 1700;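 active means inhibition above a per-plate limit of that plate's mean compound inhibition plus 3 SD, cut at about 60% in these data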;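 further: 0% = DMSO wells and 100% = LY294002 at 200 µM; higher means less KLF5 promoter-driven luciferase light; inactives centre near -14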
HSF1 inh – HSF1 inhibition. NIH3T3-HGL HSE-luciferase, MG132-induced, luminescence 8 h; stronger effect = lower value. activity change, negative = inhibition, % at 7.5 µM (by protocol). 300,000 tested, 0.77% active;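 active means more than half of replicate wells show activity change below -50%, luminescence cut by over half; inconclusive means some wells, but at most half, below -50%; inactive means no replicate well below -50%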;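 further: luciferase reports HSF-1 transcriptional activity via heat shock element; 0% = median of DMSO wells and -100% = zero luminescence signal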
GSK3beta inhib – blocks human GSK3beta kinase activity. P49841. GST-GSK3beta kinase, ADP-Glo luminescence, 60 min; stronger effect = lower value. activity score (negative = inhibition), % at 10 µM. 300,000 tested, 0.038% active. AID 2097;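 active means more than half of replicate wells score below -50%, meaning over 50% inhibition versus plate controls; inconclusive means some replicates but at most half score below -50%; inactive means no replicate scores below -50%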;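 further: 0% = median DMSO wells and -100% = median GW8510 positive control wells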
Target sequence (P49841 whole entry, looked up): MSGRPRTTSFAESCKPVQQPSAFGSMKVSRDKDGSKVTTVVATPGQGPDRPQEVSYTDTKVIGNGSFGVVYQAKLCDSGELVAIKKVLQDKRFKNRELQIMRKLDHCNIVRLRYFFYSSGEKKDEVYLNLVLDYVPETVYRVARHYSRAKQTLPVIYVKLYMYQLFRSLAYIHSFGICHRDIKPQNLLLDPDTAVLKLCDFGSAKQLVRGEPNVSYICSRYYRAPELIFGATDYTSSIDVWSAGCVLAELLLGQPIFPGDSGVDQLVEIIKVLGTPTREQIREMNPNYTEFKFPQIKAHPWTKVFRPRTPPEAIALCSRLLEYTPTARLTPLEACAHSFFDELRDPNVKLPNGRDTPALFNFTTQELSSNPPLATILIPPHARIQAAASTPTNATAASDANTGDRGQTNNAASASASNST
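test system = GST-tagged human GSK3beta kinase, cell-free | reagent = 25 µM ATP with peptide substrate | dosing = one dose of 10 µM per compound | schedule = 60 min reaction, RT | detection = luminescent ADP-Glo measurement of ADP formed | control set = DMSO neutral wells and GW8510 at 20 µM as positive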
aSyn 5UTR inh – 5' untranslated region of α-synuclein, MLPCN primary screen; inhibition, % (tested at 7.5 µM); alpha-synuclein 5'UTR reporter, inhibitor activity; 300,000 tested, 0.82% active; in the data active means inhibition above about 60%; inconclusive means no clear call, values can overlap the other calls;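 further: H4 neuroglioblastoma cells stably carrying SNCA 5'UTR luciferase fusion; 0% = DMSO wells and 100% = positive control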
GSK3 alpha inh – blocks human GSK-3 alpha kinase | P49840 | ADP-Glo luminescence, 60 min | inhibition, % at 10 µM | 320,000 tested, 0.1% active | AID 2650;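 in the data active means inhibition above about 50%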;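 further: GST-tagged GSK-3 alpha with peptide substrate and 25 µM ATP; 0% = DMSO neutral wells and 100% = GW8510 positive control wells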
Target sequence (P49840 whole entry, looked up): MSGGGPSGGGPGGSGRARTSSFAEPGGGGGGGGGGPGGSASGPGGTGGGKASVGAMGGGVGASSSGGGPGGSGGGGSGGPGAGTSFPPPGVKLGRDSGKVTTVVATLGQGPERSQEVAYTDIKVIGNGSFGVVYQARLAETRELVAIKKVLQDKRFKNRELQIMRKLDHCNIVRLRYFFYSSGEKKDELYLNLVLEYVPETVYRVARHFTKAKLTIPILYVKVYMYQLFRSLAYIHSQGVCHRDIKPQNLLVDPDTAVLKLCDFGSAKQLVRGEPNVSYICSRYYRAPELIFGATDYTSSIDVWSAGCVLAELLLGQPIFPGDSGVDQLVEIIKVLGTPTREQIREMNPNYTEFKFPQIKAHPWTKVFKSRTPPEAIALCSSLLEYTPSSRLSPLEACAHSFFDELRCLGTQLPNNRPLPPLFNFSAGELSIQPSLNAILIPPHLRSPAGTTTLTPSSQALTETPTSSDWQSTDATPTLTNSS
IEC-6 cytotox – counter-screen for KLF5 inhibitors: cytotoxicity in IEC-6 cells. IEC-6 cytotoxicity, luminescence viability. inhibition, % at 5 µM. 290,000 tested, 0.78% active. AID 1825; in the data active means inhibition above about 22%;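 further: 0% = plate median of test compound wells and 100% = cytotoxic reference compound wells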
An asterisk follows results filed as active; ? = inconclusive; / = no result given.

SMILES	HSP90 refold inh	AI-2 QS mod	HIF act	HSF1 activator	KLF5 inhibitor	HSF1 inh	GSK3beta inhib	aSyn 5UTR inh	GSK3 alpha inh	IEC-6 cytotox
O=C(NN1C(=O)c2ccccc2NC1c1ccccc1OCc1ccccc1)c1ccncc1 (stereo unspecified)	0	15	-0.2	-7	-21	1	1	-6	-1	-12
Cc1ccc(C)c(NC(=O)CCN2CCOCC2)c1	6	28	0.1	-1	-11	-9	-2	8	-1	0
Cc1ccc(OC(=O)CCC(=O)Nc2ccc(Br)cc2)cc1	0	15	0.1	-3	0	6	2	25	-1	-2
CCn1c(=O)n(CC)c2cc(NC(=O)CSc3ccc([N+](=O)[O-])cn3)ccc21	0	8	0.1	50	-16	20	1	-11	-1	4
Cc1c(C)n(CCc2ccccc2)c2ncnc(NCCCO)c12	-3	-1	4.6	32	-122	12	2	-141	0	10
O=C(O)c1ccccc1N1C(=O)C2C3CCC(C3)C2C1=O (stereo unspecified)	0	10	-0.5	-22	-38	-10	5	-6	0	-4
CCOCCCNS(=O)(=O)c1ccc(NC(=O)c2ccc([N+](=O)[O-])cc2Cl)cc1	-4	31	-0.2	2	-21	-5	-6	21	-4	-5
COc1ccccc1NC(=O)CSc1ccc(-c2ccc(-n3ccnc3)cc2)nn1	/	36	1.3	12	/	-8	4	-43	-3	/
O=C(NCc1ccccn1)/C(=C/c1ccco1)NC(=O)c1ccccc1	-1	6	-0.3	25	-20	-6	-2	-36	-1	-2
O=c1c(C/C=C/c2ccccc2)c(O)ccn1CCc1c[nH]c2ccccc12	2	13	0.0	3	-4	4	0	22	-1	-4
CCCCn1c(N)c(N(CC)C(=O)c2c(CC)noc2C)c(=O)[nH]c1=O	/	-1	1.5	-3	/	1	3	-11	1	/
COc1ccccc1NC1=C(Cl)C(=O)N(c2ccccc2)C1=O	2	30	0.9	-1	3	-7	-3	-70	-1	6
Cc1cc(C)nc(SCc2ccc(C(=O)N/N=C/c3ccc(C(=O)O)cc3)cc2)n1	2	28	-0.7	25	-14	-1	0	-13	-3	4
CC(C)CC(=O)Nc1ccc(C(=O)NN2C(=O)c3ccccc3C2=O)cc1	-1	13	-0.4	-12	-24	-1	5	12	0	6
CCCc1nc2ccccc2c(C(=O)OCC(=O)c2ccc3c(c2)NC(=O)CO3)c1CC	11	16	-0.2	0	-6	-6	-2	-8	-1	-1
COc1ccccc1NC(=O)C(C)OC(=O)CCCc1c[nH]c2ccccc12 (stereo unspecified)	/	2	0.0	23	/	11	-2	5	-1	/
COc1ccc(C2/C=C\CN(Cc3ccc(N(C)C)cc3)CC(=O)N2Cc2ccc(F)cc2)cc1 (stereo unspecified)	/	17	-0.2	/	/	4	3	-16	-1	/
CCCNC(=O)C1CCN(c2cc(-c3ccccc3)nc3ncnn23)CC1	-3	7	0.1	5	-25	-2	2	20	-1	3
Cc1cc(N)n(-c2ncnc3scc(-c4ccc(Cl)cc4)c23)n1	7	7	0.0	-2	-16	-13	-1	19	-1	1
CC(C)C[C@@H](CN(N=O)[C@@H](Cc1ccccc1)CN(C)N=O)N(CCc1ccccc1)N=O	1	23	-0.5	0	9	1	7	4	/	2

A few values from the entries so far.
Result of Cc1ccc(C)c(NC(=O)CCN2CCOCC2)c1 in KLF5 inhibitor: -11
Result of COc1ccc(C2/C=C\CN(Cc3ccc(N(C)C)cc3)CC(=O)N2Cc2ccc(F)cc2)cc1 (stereo unspecified) in HIF act: -0.2

Remaining list, next part
SMILES	HSP90 refold inh	AI-2 QS mod	HIF act	HSF1 activator	KLF5 inhibitor	HSF1 inh	GSK3beta inhib	aSyn 5UTR inh	GSK3 alpha inh	IEC-6 cytotox
Cn1c(=O)c2sccc2n2c(CCCC(=O)Nc3ccc(F)cc3F)nnc12	-4	24	0.4	1	-22	-4	-1	19	0	4
COc1cc(C(=O)OCC(=O)c2cc(C)n(C)c2C)cc(OC)c1OC	0	23	4.0	4	-10	-1	0	-7	6	-6
COc1ccc(NC(=O)c2cc(-c3cccs3)on2)cc1OC	1	19	0.7	21	-11	0	0	14	-1	-2
CC(=O)c1ccc(S(=O)(=O)N2CCC(c3nc4ccccc4[nH]3)CC2)cc1	1	22	0.3	-18	-35	-13	-2	-3	0	1
CCCCCCCCNc1ncnc2ccccc12	1	83	0.1	23	-3	18	3	-17	-5	27*
CCOC(=O)N1CCN(c2nc3c(C)cccn3c(=O)c2C=O)CC1	1	4	-1.1	9	-9	4	2	2	2	2
CC(CN1CCCCC1)OC(=O)Cc1ccc(Cl)cc1 (stereo unspecified)	-3	33	-1.6	-6	-8	-4	-2	-4	-1	1
CCN1CCN(c2ncc(C(=O)Nc3c(F)cc(F)cc3Br)c3ccccc23)CC1	4	20	-0.3	-27	-17	-9	-2	-17	0	10
CSc1oc(-c2ccccc2)nc1C(N)=O	1	20	-0.1	-5	-13	-1	1	-31	1	-8
CN1C(=O)N(C)c2ccc(Br)c3cccc1c23	6	11	-17	-14	-35	-23	-1	25	-2	-8
CC1CC(=O)N(CC(=O)Nc2ccc3c(c2)OCO3)c2ccccc2S1 (stereo unspecified)	0	7	-0.3	10	0	-3	-1	5	0	1
c1nnc(NC2=NCCC2)s1	-1	21	0.1	9	-50	-2	-5	-25	-3	-4
O=C(NN=C1CCCCCC1)c1ccc2c(c1)OCO2	0	10	3.1	-11	-100	-1	2	-30	0	-2
C=C(C)Cn1c(C(C)NC(=O)CCC)nc2ccccc21 (stereo unspecified)	-1	10	-0.6	9	-12	-6	2	18	-1	-3
Cc1cc(NC(=O)c2ccc(Cl)cc2)cc(C)c1OCC(=O)N1CCOCC1	4	8	0.4	54*	-102	23	1	-60	0	-2
CC(C)(C)n1nnnc1C(c1cccc(C#N)c1)N1CCCCCC1 (stereo unspecified)	2	21	-1.8	5	-7	-5	-1	-5	0	3
O=C1C(Cl)=C(NCC2CCCO2)C(=O)N1C1CCCCC1 (stereo unspecified)	-2	23	-0.6	-2	-13	-5	3	-50	-2	1
C/C(=N\Nc1ccc(C(=O)O)cc1)c1ccc(Cl)s1	22*	7	0.4	-1	-130	1	1	-87	-3	8
CCC(CO)NCc1ccc(OC2CCCC2)cc1 (stereo unspecified)	1	30	-0.2	-5	-16	-8	-3	-3	-4	-6
Cc1cc2oc(=O)cc(CN(C)Cc3ccc(OC(F)F)cc3)c2cc1Cl	-2	4	0.1	14	-36	4	2	11	-2	5
N=c1c(C(=O)NCC2CCCO2)cc2c(=O)n3ccccc3nc2n1Cc1cccnc1 (stereo unspecified)	4	28	-0.9	-29	-15	-5	-6	-1	1	-1
CC(C)(CO)NS(=O)(=O)c1ccc2c(c1)C(=O)c1cc(S(=O)(=O)NC(C)(C)CO)ccc1-2	6	19	-0.3	2	-11	3	5	-10	-3	-12
COc1ccc(C(=O)COC(=O)CCN2C(=O)C3C4CC(C(Br)C4Br)C3C2=O)cc1 (stereo unspecified)	-2	20	-0.3	-71	-44	-62*	2	0	-3	-2
COc1ccc(CNc2nc(=S)[nH]c3cc(OC)c(OC)cc23)cc1	-3	15	-0.2	0	-19	-3	0	3	-1	16
CCOC(=O)c1c(NS(C)(=O)=O)sc2c1CCC(C)C2 (stereo unspecified)	-1	15	-0.1	35	-27	14	1	39	4	-4
CCN(Cc1ccccc1)S(=O)(=O)c1cc(C(=O)O)ccc1OC	-2	12	0.0	-12	-5	-2	5	3	-1	-5
CC(c1ccc(Br)cc1)N1CC23C=CC(O2)C(C(=O)O)C3C1=O (stereo unspecified)	5	6	-0.2	-5	-41	-1	1	14	/	0
C=CCn1c(CCC(O)COCCC)n[nH]c1=S (stereo unspecified)	0	-3	-1.0	5	-2	-3	-1	12	-3	0
O=C(Cn1cnc2c(nnn2Cc2ccc(F)cc2)c1=O)NCc1ccc2c(c1)OCO2	6	16	-0.5	-7	-12	-9	5	22	0	-3
CCCn1c(NC(=O)CN2C(=O)NC3(CCCC3)C2=O)nc2ccccc21	/	-11	-0.3	-6	/	-5	-2	13	-2	/
OC(CNCc1ccco1)Cn1c2ccc(Br)cc2c2cc(Br)ccc21 (stereo unspecified)	-3	23	1.6	61*	-45	23	0	24	-2	-1
CCC(NS(=O)(=O)c1c(C)[nH]c(=O)[nH]c1=O)C12CC3CC(CC(C3)C1)C2 (stereo unspecified)	7	12	-22	-36	-37	-14	2	-1	-1	8
CC(=O)c1cccc(NC(=O)[C@@H](NC(N)=O)C(C)C)c1	3	20	-0.1	-4	-23	3	1	-5	3	-1
O=C(/C=C/c1ccc2c(c1)OCO2)c1ccco1	-1	7	0.3	14	-49	6	1	-43	17	-6
CC(C)Cc1nnc(NS(=O)(=O)c2ccc([N+](=O)[O-])cc2)s1	0	21	0.0	-1	-6	-7	3	5	-7	-4
O=C(Cn1cnnn1)OCC(=O)c1ccc(Cl)s1	-2	13	0.1	-8	-4	4	3	18	-2	-3
COc1ccc2c(c1)Cc1sc(NC(=O)c3ccco3)nc1-2	-2	5	2.0	77*	-182	42	0	-265	-1	-3
COCCCNC(=O)C(F)(F)C(F)(F)C(=O)NCCCOC	3	?	-0.4	14	-21	-4	2	16	-3	-8
COc1ccc(N2C(=O)CC(N3CCN(c4ccccc4)CC3)C2=O)cc1 (stereo unspecified)	-1	21	-1.2	-6	-50	-2	-4	12	0	-7
Cn1c(SCC(=O)N(C2CCCCC2)C2CCCCC2)nnc1-c1cccs1	2	19	/	20	-14	8	-2	-16	-3	1
O=C(O)c1cc(NC(=S)NC(=O)C(c2ccccc2)c2ccccc2)ccc1Cl	-2	19	/	/	-25	/	6	/	-4	-4
COc1cc(Cl)ccc1OCc1cc(C(=O)N2CC[C@@H]3CCCC[C@H]3C2)no1	5	-4	1.9	32	-33	32	2	-69	-2	11
O=C1/C(=C/c2ccccc2F)SC(=S)N1CC(=O)N1CCCCC1c1cccnc1 (stereo unspecified)	10	5	-0.1	-7	-1	9	-9	-6	-2	-4
O=C(CCn1c(=O)c2ccccc2n(CC(=O)NCCC2=CCCCC2)c1=O)NCc1ccco1	4	17	/	/	-9	/	1	/	0	0
CCc1cc2cc3c(cc2nc1SCC(=O)OC(C)C)OCO3	2	0	0.0	20	-3	13	2	-8	0	2
CC1=NN(C(N)=S)C(C)(C)C1	3	14	1.1	-66	-39	-55*	2	2	-1	-2
O=C1OCc2ccc(NC(=O)C3CC3)cc21	-1	6	0.2	-11	-6	0	5	3	-2	11
CC(C)CCN1CC(O)=C(c2nc(-c3ccc(Cl)cc3)cs2)C1=N	3	-3	-0.3	-8	6	-9	0	19	1	1
Cc1ccsc1C(C(=O)NC(C)(C)C)N(Cc1ccco1)C(=O)c1csnn1 (stereo unspecified)	3	3	-0.1	5	-4	-4	0	3	0	1
